# PLAP inhibitors HTS – PLAP enzyme inhibitors, biochemical, luminescence, HTS (AID 690). purified PLAP, luminescent substrate; higher % means a stronger effect. inhibition, % at 20 µM, or IC50 in µM where a hit was titrated. 0.08% of 96,000 active; in the data active = a potency from the dose series; inactive = the rest, 99 in 100 with inhibition below about 30%; note: strong numbers were not always called active
# IL1B NFkB inh – blocks IL-1B driven NFkB nuclear translocation in HUVEC cells; inhibition, % at 2 µM; 0.43% of 94,000 active; HUVEC IL-1B NFkB p65 nuclear translocation imaging; AID 796;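 active = inhibition above about 30% together with a positive call from visual inspection of the well image, limit read from the data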;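 note: nuclear over cytoplasmic p65 intensity ratio measured by imaging; 0% = IL-1B stimulated DMSO wells and 100% = unstimulated DMSO wells; values of inactives mirror those of a sister screen read the other way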
# Bcl-B TR3 displacers – displacers of TR3 peptide from Bcl-B, primary screen, selectivity assay for Bfl-1 inhibitor project, biochemical, fluorescence polarization; FP displacement of FITC-TR3 peptide from Bcl-B; higher % means a stronger effect; one-dose displacement, % at 20 µM; IC50 in µM for titrated hits; 0.11% of 96,000 active; AID 748;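 active = displacement above 50% at 20 µM plus a fluorescence interference ratio under 1.5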;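 note: plate controls were wells without compound for no effect and wells lacking Bcl-B protein for full effect; a part of the inactive calls stands beside numbers as strong as those of hits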
# NFkB transloc pot – enhances IL-1B driven NFkB nuclear translocation. HUVEC IL-1B NFkB p65 nuclear translocation imaging. activation, % at 2 µM. 0.3% of 94,000 active;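 active = activation above 40%, about the mean plus 3 SD, also judged a hit on visual image review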;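 note: percent activation is computed from the nuclear over cytoplasmic p65 intensity ratio; values of inactives mirror those of a sister screen read the other way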
# MRP reversal – compounds reversing MRP-mediated drug resistance | H69AR cells + 2 uM doxorubicin, CellTiter-Glo, 72 h | differential viability (reversal), % at 10 µM | 0.04% of 85,000 active;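 active = viability drop by adding the cancer drug above about 55%, with treated viability meeting a 40% cutoff, limit read from the data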;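 note: viability without doxorubicin minus viability with 2 µM doxorubicin for each compound; larger differential means the compound sensitizes cells more to doxorubicin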
# MRP reversal cytotoxicity – further read-out of MRP reversal, marked with its call; viability, %; H69AR cells, CellTiter-Glo, 72 h; measured here: cytotoxicity without doxorubicin
# MRP reversal with doxorubicin – further read-out of MRP reversal, marked with its call; viability, %; measured here: viability with 2 uM doxorubicin; stronger effect = lower value
# IL1B NFkB inh cell count 2 µM – also measured in IL1B NFkB inh; calls as there; cell count; measured here: cells passing quality filter;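 raw number of nuclei counted in each imaged well without normalization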
# NFkB transloc pot cell count 2 µM – further read-out of NFkB transloc pot, marked with its call; cell count; measured here: cells passing quality filter
# Active calls of the source: *; x = no result given. A portion of the library; the hit share may differ from the screen's.
SMILES,PLAP inhibitors HTS,IL1B NFkB inh,IL1B NFkB inh cell count 2 µM,Bcl-B TR3 displacers,NFkB transloc pot,NFkB transloc pot cell count 2 µM,MRP reversal,MRP reversal cytotoxicity,MRP reversal with doxorubicin
Cc1ccc(S(=O)(=O)NCCC(=O)NCCN2CCCCCC2)cc1,-32%,x,x,-1%,x,x,x,x,x
CCCCn1c(NC(=O)C2CCCCC2)nc2ccccc21,-15%,-14,171,-10%,14,171,-14,54,67
COC(=O)c1nc(-c2ccccc2)n[nH]1,0%,-17,41,5%,17,41,2,93,91
COc1cc(OC)c(NC2=NCCCCC2)cc1Cl,19%,-14,211,-1%,14,211,4,92,88
CCn1c2ccccc2c2cc(NC(=S)N3CCOCC3)ccc21,3%,-5,101,3%,5,101,-34,20,55
Cc1ccsc1/C=N/n1c(-c2cccnc2)n[nH]c1=S,0%,-4,176,-5%,5,176,x,x,x
Cc1cc(C)cc(NC(=O)CSc2nnc(-c3ccccc3)n2N)c1,-9%,-11,126,-3%,11,126,12,94,82
O=C(CSc1cnc2ccccc2n1)NC1CCCC1,17%,-38,170,-6%,38,170,x,x,x
NC(=O)C1(c2ccccc2)CCOCC1,16%,14,98,-7%,-14,98,-10,84,94
C=CCN(C(=O)CN1CCOCC1)c1nc(C)c(-c2ccccc2)s1,-81%,x,x,4%,x,x,7,88,81
Cc1cc(OCC(=O)Nn2cnnc2)c(C)cc1Br,-12%,2,121,1%,-2,121,3,105,102
COc1ccc(CC(NC(C)=O)C(=O)NC2CCN(C(=O)Nc3ccccc3Cl)CC2)cc1OC (stereo unspecified),-7%,-5,221,4%,5,221,8,88,80
CCC(CC)NC(=O)Cc1ccc(S(=O)(=O)N2CCOCC2)s1,-70%,-35,138,-24%,35,138,x,x,x
COc1ccc(NC(=O)CNS(=O)(=O)c2ccc3nc(C)sc3c2)c(OC)c1,-14%,-7,131,-8%,7,131,8,88,79
COc1ccc(CC(NC(C)=O)C(=O)N2CCN(C(=O)N(C(C)C)C(C)C)CC2)cc1 (stereo unspecified),-47%,-13,144,-4%,13,144,19,102,83

# Three entries from above, sorted by length of the SMILES, smallest number first:
SMILES,PLAP inhibitors HTS,IL1B NFkB inh,IL1B NFkB inh cell count 2 µM,Bcl-B TR3 displacers,NFkB transloc pot,NFkB transloc pot cell count 2 µM,MRP reversal,MRP reversal cytotoxicity,MRP reversal with doxorubicin
NC(=O)C1(c2ccccc2)CCOCC1,16%,14,98,-7%,-14,98,-10,84,94
COc1cc(OC)c(NC2=NCCCCC2)cc1Cl,19%,-14,211,-1%,14,211,4,92,88
Cc1cc(C)cc(NC(=O)CSc2nnc(-c3ccccc3)n2N)c1,-9%,-11,126,-3%,11,126,12,94,82

# Looked up by compound from above, six records:
SMILES,PLAP inhibitors HTS,IL1B NFkB inh,IL1B NFkB inh cell count 2 µM,Bcl-B TR3 displacers,NFkB transloc pot,NFkB transloc pot cell count 2 µM,MRP reversal,MRP reversal cytotoxicity,MRP reversal with doxorubicin
CCn1c2ccccc2c2cc(NC(=S)N3CCOCC3)ccc21,3%,-5,101,3%,5,101,-34,20,55
CCC(CC)NC(=O)Cc1ccc(S(=O)(=O)N2CCOCC2)s1,-70%,-35,138,-24%,35,138,x,x,x
COc1cc(OC)c(NC2=NCCCCC2)cc1Cl,19%,-14,211,-1%,14,211,4,92,88
COc1ccc(CC(NC(C)=O)C(=O)NC2CCN(C(=O)Nc3ccccc3Cl)CC2)cc1OC (stereo unspecified),-7%,-5,221,4%,5,221,8,88,80
CCCCn1c(NC(=O)C2CCCCC2)nc2ccccc21,-15%,-14,171,-10%,14,171,-14,54,67
Cc1cc(OCC(=O)Nn2cnnc2)c(C)cc1Br,-12%,2,121,1%,-2,121,3,105,102

# Further records:
SMILES,PLAP inhibitors HTS,IL1B NFkB inh,IL1B NFkB inh cell count 2 µM,Bcl-B TR3 displacers,NFkB transloc pot,NFkB transloc pot cell count 2 µM,MRP reversal,MRP reversal cytotoxicity,MRP reversal with doxorubicin
COc1ccc(S(=O)(=O)NCc2ccc(C(=O)O)cc2)cc1,x,-7,97,x,7,97,-2,98,99
O=C(NC1CCCCC1)c1ccc(S(=O)(=O)NCc2cccnc2)cc1,5%,1,116,-5%,-1,116,-3,82,85
CCCCCc1c(O)nc(SCC(=O)NCC2CCCO2)[nH]c1=O (stereo unspecified),x,1,135,x,-1,135,-4,102,106
O=C(O)/C=C\C(=O)Nc1ccccc1C#Cc1ccc(Br)cc1,-11%,6,145,-1%,-7,145,x,x,x
COc1ccc(S(=O)(=O)N2CCN(c3ccccn3)CC2)cc1OC,-7%,6,192,-7%,-6,192,2,87,84
CCC/C(O)=N\S(=O)(=O)c1ccc(N=NN(C)C)cc1,x,4,103,x,-3,103,7,94,87
COc1ccc(-n2c(SCC(=O)Nc3nccs3)nc3c(c2=O)SC(C)C3)cc1 (stereo unspecified),2%,x,x,0%,x,x,-1,84,85
CS(=O)(=O)c1ccccc1-c1nc(-c2ccc(C(F)(F)F)cc2)no1,8%,-18,189,3%,18,189,x,x,x
COCCCNC(=O)c1ccc2c(c1)OCO2,4%,8,137,-7%,-9,137,13,99,87
O=C(O)c1cccc(CSc2nc(-c3ccc(Cl)cc3)cc(C(F)(F)F)n2)c1,-35%,6,106,-13%,-6,106,x,x,x
Cc1ccccc1CN1CCNC1=O,-3%,-19,106,-6%,19,106,-14,89,103
O=C(O)c1ccccc1C(=O)Nc1ccccn1,5%,6,136,-3%,-6,136,-11,94,105
COc1ccc(CCNC(=O)c2cc(-c3ccc4c(c3)OCO4)on2)cc1OC,-5%,-3,115,-10%,3,115,-4,99,102
COC(=O)C(C)Sc1nc2c(cnn2-c2ccc(C)cc2)c(=O)[nH]1 (stereo unspecified),11%,-21,165,-4%,21,165,-20,54,74
O=C(Nc1nnc(-c2ccccc2Cl)o1)c1ccc(S(=O)(=O)N2CCCCCC2)cc1,-85%,-3,145,-3%,3,145,-32,31,63
CCOC(=O)C1CCN(S(=O)(=O)c2ccc3c4c(cccc24)C(=O)N3)CC1,-19%,-37,195,-3%,37,195,6,85,79
COc1ccc(-n2c(SCC(N)=O)nnc2-c2ccc(NS(=O)(=O)c3ccc(C)cc3)cc2)cc1,-35%,-15,188,-11%,15,188,x,x,x
CC(C)OC(=O)c1cccc(C(=O)O)n1,x,8,130,x,-8,130,6,101,96
CCOc1ccc(S(=O)(=O)Nc2ccc(S(=O)(=O)N3CCCC3)cc2)cc1,-63%,-20,106,4%,20,106,-18,62,79
O=C(CSc1ccc2nnc(-c3ccc(F)cc3)n2n1)NCC1CCCO1 (stereo unspecified),-1%,13,135,-11%,-13,135,-9,77,86
Cc1cccc(C)c1NC(=O)CSc1nnc(-c2ccco2)n1N,4%,-2,148,-14%,2,148,-1,101,102
Cc1cc(C(=O)N(C2CCCCC2)C2CCCCC2)no1,-3%,5,185,-2%,-5,185,x,x,x
O=S(=O)(c1ccc(F)cc1)N1CCCC(CO)C1 (stereo unspecified),13%,0,119,-2%,0,119,-3,106,109
Cc1ccc(C)c(C(=O)CN2C(=O)CCC2=O)c1,-54%,0,88,-20%,0,88,-6,93,99
CN(CCOc1ccc(-c2ccn(S(=O)(=O)c3c(Cl)cccc3Cl)n2)cc1)c1ccccn1,-16%,-8,131,-10%,8,131,x,x,x
Cc1cc2c(c(=O)n1Cc1ccccn1)C(C(C)C)C(C#N)=C(N)O2 (stereo unspecified),12%,-31,131,0%,31,131,10,81,70
Cc1ccc(CN(C(=O)c2cc(=O)c3cc(Cl)c(C)cc3o2)C2CCS(=O)(=O)C2)cc1 (stereo unspecified),-28%,-1,156,-6%,1,156,0,26,26
CC(C)CNc1oc(-c2ccc(F)cc2)nc1C#N,15%,0,72,-4%,1,72,17,93,76
CC(C)C(=O)OCCN=C1NS(=O)(=O)c2ccccc21,14%,x,x,3%,x,x,5,91,86
O=C(NCc1ccccc1Cl)c1ccc2c(=O)n(CCCN3CCCC3=O)c(=S)[nH]c2c1,-8%,-1,171,-2%,1,171,-8,77,85

# For convenience, part of the list above:
SMILES,PLAP inhibitors HTS,IL1B NFkB inh,IL1B NFkB inh cell count 2 µM,Bcl-B TR3 displacers,NFkB transloc pot,NFkB transloc pot cell count 2 µM,MRP reversal,MRP reversal cytotoxicity,MRP reversal with doxorubicin
O=S(=O)(c1ccc(F)cc1)N1CCCC(CO)C1 (stereo unspecified),13%,0,119,-2%,0,119,-3,106,109
Cc1ccc(C)c(C(=O)CN2C(=O)CCC2=O)c1,-54%,0,88,-20%,0,88,-6,93,99
CN(CCOc1ccc(-c2ccn(S(=O)(=O)c3c(Cl)cccc3Cl)n2)cc1)c1ccccn1,-16%,-8,131,-10%,8,131,x,x,x
Cc1cc2c(c(=O)n1Cc1ccccn1)C(C(C)C)C(C#N)=C(N)O2 (stereo unspecified),12%,-31,131,0%,31,131,10,81,70

# Carrying on:
SMILES,PLAP inhibitors HTS,IL1B NFkB inh,IL1B NFkB inh cell count 2 µM,Bcl-B TR3 displacers,NFkB transloc pot,NFkB transloc pot cell count 2 µM,MRP reversal,MRP reversal cytotoxicity,MRP reversal with doxorubicin
Cc1cc(OCC(O)CN(CCO)CCO)ccc1Cl (stereo unspecified),-23%,0,215,1%,0,215,x,x,x
CC(=O)CC(C)=NCCN=C(C)CC(C)=O,-7%,18,93,12%,-18,93,-1,92,93
Cc1ccc(C2(C)NC(=O)N(CC(=O)NC(=O)NC3CCCC3)C2=O)cc1 (stereo unspecified),-23%,2,192,5%,-3,192,9,99,90
Cc1cc(/C=C(\C#N)C(=O)NCc2cccs2)c(C)n1-c1ccccc1F,-2%,-3,141,2%,3,141,-5,96,101
CCC1CCc2[nH]nc(C(=O)O)c2C1 (stereo unspecified),10%,-33,166,6%,33,166,13,111,97
CCOC(=O)N1CCN(c2ncnc3c2cnn3-c2ccc(OC)cc2)CC1,x,0,106,2%,0,106,1,69,68
CC(C)c1nc(SCC(=O)N2CCCC2)c2ccccc2n1,-51%,-7,127,2%,7,127,-10,29,39
COc1ccc(-c2cc(C(F)(F)F)nc(N3CCN(Cc4ccccc4)CC3)n2)cc1OC,-33%,2,107,-2%,-2,107,12,103,91
O=P(c1ccccc1)(c1ccccc1)C(O)c1ccncc1 (stereo unspecified),4%,-4,106,-3%,4,106,-1,85,86
CCC(=O)Nc1cc(C)c(NC(=O)c2ccccc2OC)cn1,5%,-5,131,12%,5,131,20,102,82
C=CCNC(=O)N[C@@H](CCSC)C(=O)OC,9%,5,183,-6%,-5,183,0,86,86
CC(C)(C)NC(=O)c1cccc(NC(=O)c2cccc(O)c2)c1,5%,10,123,-2%,-10,123,x,x,x
CSc1cccc(NS(=O)(=O)c2ccc(F)cc2)c1,-26%,15,140,-10%,-15,140,6,91,85
COc1ccc(C(=O)c2ccc(N3CCN(C(=O)c4ccc(F)cc4)CC3)c(F)c2)cc1Br,-39%,-16,148,-42%,16,148,-8,36,45
CCc1nnc(NC(=O)CSc2nnc(-c3c[nH]c4ccccc34)n2C)s1,-14%,10,116,-8%,-10,116,8,97,89

# The closing two records of the section before lead into the next:
SMILES,PLAP inhibitors HTS,IL1B NFkB inh,IL1B NFkB inh cell count 2 µM,Bcl-B TR3 displacers,NFkB transloc pot,NFkB transloc pot cell count 2 µM,MRP reversal,MRP reversal cytotoxicity,MRP reversal with doxorubicin
COc1ccc(C(=O)c2ccc(N3CCN(C(=O)c4ccc(F)cc4)CC3)c(F)c2)cc1Br,-39%,-16,148,-42%,16,148,-8,36,45
CCc1nnc(NC(=O)CSc2nnc(-c3c[nH]c4ccccc34)n2C)s1,-14%,10,116,-8%,-10,116,8,97,89
O=C(c1ccccc1F)N1CCN=C1SCc1cccnc1,-9%,13,181,-4%,-13,181,7,92,85
Cc1ccc2c(c1)nnn2C1CCN(S(=O)(=O)c2ccc(C(=O)N3CC(C)CC(C)C3)cc2)CC1 (stereo unspecified),-80%,x,x,-10%,x,x,-26,40,66
Cc1ccccc1N(CC(=O)NCCc1ccccc1)C(=O)c1ccc(N2CCCC2)nc1,-60%,6,175,12%,-6,175,-18,62,80
CCOC(=O)CSc1nc(Nc2ccc3c(c2)OCO3)c2ccccc2n1,11%,-15,152,-10%,15,152,-6,79,85

# Screening results (PubChem)
